All columns: NCI-60 one-dose screen, growth in % after 48 h at 10 µM unless noted; 100 = growth as untreated, 0 = no growth, -100 = all killed.
MDA-MB-468 – MDA-MB-468 breast cancer; 78,000 tested, 8.5% active; AID 2202374
CCRF-CEM – CCRF-CEM leukemia; 77,000 tested, 7% active
MDA-MB-231 – MDA-MB-231 breast cancer | 81,000 tested, 5% active | AID 1794789
MCF7 – MCF7 breast cancer | 82,000 tested, 6.3% active | AID 1794796
MOLT-4 – MOLT-4 leukemia cells | AID 1794779 | 80,000 tested, 6.9% active
K-562 – K-562 leukemia; 78,000 tested, 7.4% active
RPMI-8226 – RPMI-8226 leukemia cells; 77,000 tested, 7.5% active
SR – SR leukemia cells | AID 1794780 | 73,000 tested, 8.7% active
* hit, by the source's call; / = not tested or not shown; & = joins results of further samples; [ ] = another dose, or the depositor's remark. How the source made its calls: active means growth percent below 10; inactive means the rest.

item	SMILES	CCRF-CEM	MOLT-4	K-562	MDA-MB-231	SR	MCF7	RPMI-8226	MDA-MB-468
1	Nc1c(C(=O)Nc2ccccc2)sc2nc3c(cc12)CCC3	90	90	35	81	40	52	83	50
2	O=C(CCCCl)NNc1nccc(Nc2ccc(S(=O)(=O)Nc3ccncc3)cc2)n1	116	112	111	116	95	93	104	116
3	CC1C(c2ccccc2)OCCN1C(=S)Nc1ccc(S(=O)(=O)N2CCCCC2)cc1 (configuration not stated)	81	100	109	86	/	91	80	80
4	CC(=O)c1c(C)nc2ccccc2c1/C=C/c1cccc(C)c1	54	31	16	63	23	24	56	29
5	O=C(CNC(=O)c1cccc2ccccc12)Nc1ccccc1Cc1ccccc1	20[5 µM]	19[5 µM]	12[5 µM]	64[5 µM]	19[5 µM]	24[5 µM]	39[5 µM]	14[5 µM]
6	Nc1ncnc2ocnc12	83	92	102	114	93	97	99	105
7	Cc1ccc(NC(=O)N=Nc2c(O)[nH]c3ccccc23)c(C)c1	93	94	94	90	96	87	85	92
8	Clc1ncccn1	99	89	84	104	96	90	101	/
9	O=C1N=C(c2ccccc2)S/C1=C\c1ccc2c(c1)OCO2	90	109	74	105	/	102	93	99
10	NNC(=O)Oc1c(Cl)cc(Cl)cc1[N+](=O)[O-]	100	98	102	113	88	88	105	112
11	Nc1cccc(CC(N)C(=O)O)c1 (configuration not stated)	92	102	97	97	100	103	/	108
12	COc1ccc(OC)c(C2C(C#N)=C(N)N(c3ccc(F)cc3)C3=C2C(=O)CC(C)(C)C3)c1 (configuration not stated)	99	92	89	98	91	92	/	92
13	Cc1cc2cc3c(C)cc(=O)oc3c(C)c2o1	91&74	91&80	105&83	103&90	98&13	105&86	95&70	47
14	COc1ccc(CN2CCc3c(nc(N)nc3Sc3ccc(Cl)cc3)C2)c(OC)c1	83	76	105	83	100	87	84	88
15	C=C(C)[C@@H]1CC=C2c3sc(Nc4ccc(OC(F)(F)F)cc4)nc3C[C@@H](C)[C@]2(C)C1	76	85	73	98	/	84	95	107
16	Cc1ccc(N(C(=O)C2CCCCN2)C(C(=O)NC(C)(C)C)c2ccc(Cl)cc2)cc1 (configuration not stated)	97	95	95	102	95	104	100	115
17	CCCCCOC(=O)N1CCCCC1CCC (configuration not stated)	98	96	106	111	/	105	114	113
18	COc1cc(/C=C2\C=C(c3ccc(F)cc3)N(Cc3ccccc3)C2=O)cc(OC)c1OC	62	26	56	79	/	51	51	50
19	COc1cccc(-c2nn(-c3ccccc3)cc2-c2ccnc(NCCCNC(=O)c3cccc(C(F)(F)F)c3)c2)c1	21	/	18	24	-29*	18	9.3*	17
20	CCOC(=O)C1=C(C)N=C2Sc3cc(O)ccc3N2[C@H]1c1ccccn1	98	71	40	98	72	99	100	98
21	COc1ccc(C(O)c2cc3c(N)c(C(=O)Nc4cccc(Cl)c4C)sc3nc2C)cc1 (configuration not stated)	10	15	6.6*	1.3*	0.2*	17	-2.0*	8.7*
22	Cc1cc(-c2ccccc2)n2[nH]cc(C)n(-c3ccccc3)nc2c1C#N	110	102	87	87	93	/	78	98
23	O=C(Nc1cccc(F)c1)Nc1cccc(Cl)c1	84	4.9*	11	81	50	88	67	90
24	Nc1ccc2c(c1)[nH]c(=O)c1cc(N)ccc12	95&99	110&99	112&103	99&92	107&100	80&90	95&104	84&72
25	Cc1ccc(S(=O)(=O)c2nc(-c3ccccc3)sc2S(C)(=O)=O)cc1	90	88	93	106	80	83	100	91

Only MCF7 and SR, for 2 of the compounds above:
nr	Structure	MCF7	SR
11	Nc1cccc(CC(N)C(=O)O)c1 (configuration not stated)	103	100
12	COc1ccc(OC)c(C2C(C#N)=C(N)N(c3ccc(F)cc3)C3=C2C(=O)CC(C)(C)C3)c1 (configuration not stated)	92	91

The list goes on:
item	SMILES	CCRF-CEM	MOLT-4	K-562	MDA-MB-231	SR	MCF7	RPMI-8226	MDA-MB-468
26	CCN1CC(CCN2CCOCC2)C(C(c2ccccc2)c2ccccc2)C1=O (configuration not stated)	96	100	/	88	94	98	113	102
27	C[C@@H]1C[C@@]2(C)C(=CC1=O)CC[C@@H]1[C@@H]2C(=O)C[C@@]2(C)[C@H]1CC[C@]2(O)C(=O)CO	94	103	102	99	93	93	91	96
28	NC(=O)CNc1cccc(Br)c1	/	94	106	107	95	110	/	95
29	O=C(O)c1ccc(N/C=C/C(=O)c2ccc(Cl)cc2)cc1	94	102	102	104	94	91	101	99
30	C=C(C)[C@@H]1CC[C@]2(C(=O)N3CCCNCC3)CC[C@]3(C)[C@H](CC[C@@H]4[C@@]5(C)CCC(=O)C(C)(C)[C@@H]5CC[C@]43C)[C@@H]12	84	63	78	89	8.0*	91	92	91
31	CCOC(=O)/C(C#N)=N\Nc1ccccc1	101	102	106	113	79	96	101	106
32	CSc1nc2ccccc2cc1/C=C1/C=C(c2ccccc2)OC1=O	108	93	94	98	95	93	108	90
33	CC/C(=C\c1ccc(Cl)cc1)c1ccncc1	/	83	88	109	84	100	/	119
34	O=C(Cn1nc(-c2ccccc2)ccc1=O)N/N=C/c1ccc(N2CCCC2)cc1	97	97	101	111	91	93	103	130
35	CCCCCCCCCCC(CO)CCCCCCCC (configuration not stated)	98	92	99	113	91	91	103	102
36	CCOC(=O)C1=C(C(=O)c2ccc(Br)cc2)C(c2ccc(F)cc2)NC(=S)N1 (configuration not stated)	115	98	99	106	95	98	105	105
37	O=C(O)c1cn(C2CC2)c2cc(N3CCN(C(=O)CN4C(=O)S/C(=C/c5cccc6ccccc56)C4=O)CC3)c(F)cc2c1=O	104	105	98	88	90	99	120	100
38	Cc1sc2c(c1C)c(=O)nc1c(C#N)n[nH]n12	90	91	103	102	94	89	96	91
39	COc1ccccc1Nc1nnc(-c2ccccc2O)o1	100	91	102	113	92	/	96	97
40	N#CC1=C(N)Oc2[nH]c(=S)sc2C1c1c[nH]c2ccccc12 (configuration not stated)	83	71	84	72	61	70	82	88
41	CC(Nc1nc(CNc2ccc(S(N)(=O)=O)cc2)nc2ccccc12)C(=O)O (configuration not stated)	102	97	/	75	97	97	95	115
42	Cc1ccc(S(=O)(=O)NNC(=O)/C(=C\c2ccc(Cl)cc2)c2nc3ccccc3s2)cc1	84	80	84	96	73	79	87	111
43	CCn1nc(-c2ccc(C(=O)OC)cc2)nc2c(=O)n(C)c(=O)nc1-2	84	101	81	16	7.7*	80	61	82
44	CCOC(=O)C1=C(c2ccccc2)NC(=O)NC1CN1C(=O)c2ccccc2C1=O (configuration not stated)	54	2.0*	51	108	-33*	98	98	/
45	COc1cc2oc(-c3cccc(C(=O)Nc4ccc(Cl)cc4)c3)cc(=O)c2c(O)c1OC	76	74	69	56	65	81	70	44
46	Nc1nc(N)c(N=Nc2ccc(S(=O)(=O)Nc3ncccn3)cc2)cc1N=Nc1ccccc1	77	68	77	103	77	77	83	74
47	CN(C)CCC(=O)c1ccc(O)cc1	109	113	104	/	105	98	90	107
48	COc1ccccc1-n1c(Cc2cccc3ccccc23)nnc1SCC(=O)O	93	87	90	102	89	97	93	115
49	CC(=O)COc1ccccc1[N+](=O)[O-]	110	106	112	111	103	99	106	99
50	Oc1ccc(-c2nnc(Cn3cnnc3)o2)cc1	75	87	85	82	89	96	85	97

Gathered by group, the entries above containing a nitro group on carbon
item	SMILES	CCRF-CEM	MOLT-4	K-562	MDA-MB-231	SR	MCF7	RPMI-8226	MDA-MB-468
10	NNC(=O)Oc1c(Cl)cc(Cl)cc1[N+](=O)[O-]	100	98	102	113	88	88	105	112
49	CC(=O)COc1ccccc1[N+](=O)[O-]	110	106	112	111	103	99	106	99

3 consecutive compounds already listed, quoted:
item	SMILES	CCRF-CEM	MOLT-4	K-562	MDA-MB-231	SR	MCF7	RPMI-8226	MDA-MB-468
45	COc1cc2oc(-c3cccc(C(=O)Nc4ccc(Cl)cc4)c3)cc(=O)c2c(O)c1OC	76	74	69	56	65	81	70	44
46	Nc1nc(N)c(N=Nc2ccc(S(=O)(=O)Nc3ncccn3)cc2)cc1N=Nc1ccccc1	77	68	77	103	77	77	83	74
47	CN(C)CCC(=O)c1ccc(O)cc1	109	113	104	/	105	98	90	107

New compounds follow
item	SMILES	CCRF-CEM	MOLT-4	K-562	MDA-MB-231	SR	MCF7	RPMI-8226	MDA-MB-468
51	C/C(=N/O)c1ccc2c(c1)Cc1cc([N+](=O)[O-])ccc1-2	86	61	102	69	69	87	/	96
52	C=CCOC(=O)CCCCC	98	99	99	100	94	97	104	108
53	CSc1nnc(-c2cnn3c2NC(c2ccccc2)C3)n1-c1ccccc1 (configuration not stated)	18	76	77	94	80	95	76	109
54	CCc1ccccc1NC(=O)C1CCN(S(=O)(=O)c2cc([N+](=O)[O-])ccc2Cl)CC1	78	92	96	107	/	91	56	77
55	CCn1cc(C(=O)O)c(=O)c2cc(F)c(N3CCN(CC(=O)Nc4ccc(S(N)(=O)=O)cc4)C(C)C3)c(F)c21 (configuration not stated)	105	108	101	100	116	95	117	105
56	O=C(NCOC(O)C(Cl)(Cl)Cl)NCOC(O)C(Cl)(Cl)Cl (configuration not stated)	105	99	22	106	109	90	105	106
57	COC(=O)c1c[nH]c2ccc3ccccc3c(=O)c12	85	115	110	82	148	71	81	87
58	O=C(O)c1ccc(-c2nn(-c3ccc(C(F)(F)F)cc3)cc2CNc2ccc(C(F)(F)F)cc2)cc1	106	103	99	104	96	100	90	129
59	CCC1=C[C@@H]2CN(C1)Cc1c([nH]c3ccccc13)[C@@](C(=O)OC)(c1cc3c(cc1OC)N(C)[C@H]1[C@@](O)(C(=O)OC)[C@H](OC(C)=O)[C@]4(CC)[C@@H]5C[C@@H]5CN5CC[C@]31[C@@H]54)C2	2.0*	-3.3*	-10*	-45*	-19*	3.5*	-20*	-32*
60	Cc1ccc([C@@H]2C[C@@H]3Cc4cc(Cl)ccc4N2O3)o1	106	118	103	115	106	110	95	104
61	O=C(COc1cccc(/C=C2\COc3ccccc3C2=O)c1)Nc1nccs1	-59*	-48*	-81*	84	-74*	-13*	-67*	/
62	Fc1ccc(C2Oc3ccccc3C3CC(c4ccco4)=NN32)cc1 (configuration not stated)	94	93	103	96	98	84	93	95
63	CC(C)OC(=O)Nc1cc(F)c(F)cc1F	103	103	111	103	102	94	101	84
64	COC(=O)[C@@H](CC(C)C)NS(=O)(=O)N(c1cccc(F)c1)C1CCN(Cc2ccc(C(F)(F)F)cc2)CC1	65	66	/	88	78	66	/	76
65	O=C(CCl)c1ccc2c(c1)[nH]c1ccccc12	34	63	/	97	25	90	37	108
66	O=C(Nc1ccccc1)c1sc(-c2ccc(F)cc2)cc1O	97	88	/	99	78	79	59	100
67	CS(=O)(=O)Nc1ccc(C(=O)N=Nc2c(O)[nH]c3ccc(Cl)cc23)cc1	91	97	98	116	97	90	96	103
68	CC(=O)Nc1ccc(C)c(Nc2cc(-c3ccc(-n4cccn4)cc3)[nH]n2)c1	26	48	19	83	19	23	50	20
69	Cc1ccc2nc(N3C(=O)CSC3=S)sc2c1	94	104	101	103	104	93	99	111

Given with one line to a screen: part of the list above.
[62] Fc1ccc(C2Oc3ccccc3C3CC(c4ccco4)=NN32)cc1 (configuration not stated)
[55] CCn1cc(C(=O)O)c(=O)c2cc(F)c(N3CCN(CC(=O)Nc4ccc(S(N)(=O)=O)cc4)C(C)C3)c(F)c21 (configuration not stated)
[58] O=C(O)c1ccc(-c2nn(-c3ccc(C(F)(F)F)cc3)cc2CNc2ccc(C(F)(F)F)cc2)cc1
[54] CCc1ccccc1NC(=O)C1CCN(S(=O)(=O)c2cc([N+](=O)[O-])ccc2Cl)CC1
[69] Cc1ccc2nc(N3C(=O)CSC3=S)sc2c1
[67] CS(=O)(=O)Nc1ccc(C(=O)N=Nc2c(O)[nH]c3ccc(Cl)cc23)cc1
[60] Cc1ccc([C@@H]2C[C@@H]3Cc4cc(Cl)ccc4N2O3)o1

| compound no. | 62 | 55 | 58 | 54 | 69 | 67 | 60 |
| --- | --- | --- | --- | --- | --- | --- | --- |
| CCRF-CEM | 94 | 105 | 106 | 78 | 94 | 91 | 106 |
| MOLT-4 | 93 | 108 | 103 | 92 | 104 | 97 | 118 |
| K-562 | 103 | 101 | 99 | 96 | 101 | 98 | 103 |
| MDA-MB-231 | 96 | 100 | 104 | 107 | 103 | 116 | 115 |
| SR | 98 | 116 | 96 | / | 104 | 97 | 106 |
| MCF7 | 84 | 95 | 100 | 91 | 93 | 90 | 110 |
| RPMI-8226 | 93 | 117 | 90 | 56 | 99 | 96 | 95 |
| MDA-MB-468 | 95 | 105 | 129 | 77 | 111 | 103 | 104 |

From PubChem BioAssay
